High-throughput results as filed in PubChem BioAssay.
EPAC1 ag: EPAC1 (human) agonism; EPAC1 agonist qHTS, biochemical assay; response scale: 100% = response to 6.5 mM cAMP; O95398; Potency, µM (highest dose often 154 µM), without a hit: top-dose activation, usual class: activators; AID 720707; 360,000 compounds, 0.073% hits; also: potency is read from the fitted curve at half-maximal effect; nearly all actives have a fitted effect of over 60% in size
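Multi-concentration qHTS readout: loss of Rap1B-bound BODIPY-GDP fluorescence driven by 100 nM EPAC1 with excess GDP (50 uM), monitored kinetically at room temperature; agonist response expressed relative to 6.5 mM cAMP.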
PLK1 PBD inh: inhibitors of human PLK1 polo-box domain binding; P53350; Plk1 PBD binding of FITC phosphopeptide, fluorescence polarization; Potency, µM, without a hit: max response, negative = inhibition, usual class: inhibitors; 360,000 compounds, 2.8% hits; AID 720504; also: potency is read from the fitted curve at half-maximal effect; series mostly up to about 57 µM; % is scaled to controls: 0 for no effect and ±100 for the full control effect; nearly all actives have a fitted effect of over 65% in size
Target sequence (P53350 whole entry, looked up, the tested form may be a part): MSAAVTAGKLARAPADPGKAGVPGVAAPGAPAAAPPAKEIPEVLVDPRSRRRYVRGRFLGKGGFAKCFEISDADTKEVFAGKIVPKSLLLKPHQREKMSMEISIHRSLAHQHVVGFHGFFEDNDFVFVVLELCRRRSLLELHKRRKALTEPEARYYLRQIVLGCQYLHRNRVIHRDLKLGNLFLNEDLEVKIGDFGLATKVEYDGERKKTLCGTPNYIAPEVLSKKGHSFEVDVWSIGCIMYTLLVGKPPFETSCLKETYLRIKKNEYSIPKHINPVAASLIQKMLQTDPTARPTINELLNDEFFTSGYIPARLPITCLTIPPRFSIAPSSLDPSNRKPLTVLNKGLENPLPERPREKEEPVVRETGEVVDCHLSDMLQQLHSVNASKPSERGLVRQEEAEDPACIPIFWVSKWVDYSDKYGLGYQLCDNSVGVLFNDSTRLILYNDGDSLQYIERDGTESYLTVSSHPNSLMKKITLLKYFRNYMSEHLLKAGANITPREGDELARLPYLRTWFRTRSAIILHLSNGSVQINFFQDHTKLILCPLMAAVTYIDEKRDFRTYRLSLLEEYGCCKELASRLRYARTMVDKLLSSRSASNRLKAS
PI5P4Ka inh: blocks human PI5P4K alpha kinase activity | PI5P4Kalpha enzyme, ADP-Glo luminescence, 60 min; hits give low values | max response, % | 330,000 compounds, 1.2% hits | AID 652105; active = max response of -50% or lower; inconclusive = between -30% and -50%; inactive = -30% or higher; also: value at the top dose of about 77 µM; % is scaled to controls: 0 for no effect and ±100 for the full control effect
Target sequence (P48426 whole entry, looked up): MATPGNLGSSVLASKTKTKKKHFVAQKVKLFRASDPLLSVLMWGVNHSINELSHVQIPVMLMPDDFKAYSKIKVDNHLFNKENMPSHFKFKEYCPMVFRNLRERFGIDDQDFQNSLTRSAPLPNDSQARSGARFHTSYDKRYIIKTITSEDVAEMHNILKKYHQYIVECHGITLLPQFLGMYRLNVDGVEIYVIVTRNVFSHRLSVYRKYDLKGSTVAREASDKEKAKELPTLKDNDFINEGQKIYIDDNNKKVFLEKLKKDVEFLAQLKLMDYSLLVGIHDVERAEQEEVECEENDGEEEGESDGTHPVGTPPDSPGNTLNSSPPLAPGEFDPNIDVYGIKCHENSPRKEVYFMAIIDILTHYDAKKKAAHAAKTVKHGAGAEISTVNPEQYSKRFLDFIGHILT
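ADP-Glo luminescence end-point read after a 60 min room-temperature kinase reaction of PI5P4Kalpha plus substrate, initiated with ATP at 5 microM final. Buffer: 0.038 M HEPES pH 7.4, EGTA, 0.1% CHAPS, 5% DMSO.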
CCT modulator: modulators of cytosolic chaperonin (CCT/TRiC) activity; 360,000 compounds, 0.3% hits; purified chaperonin ATPase assay, HTRF ADP detection, 30 min; activity change, % (concentration not given with the values), hits read low; in the data active = activity change below about -30%; also: % is scaled to controls: 0 for no effect and ±100 for the full control effect
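First, chaperonin was dispensed at 40 nM or 20 nM final depending on batch activity. Next, compounds were pinned at 76 uM and ATP added at 10 uM. After 30 min at 37 °C, ADP detection reagents ran 30 min at ambient temperature.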
WRN inhibitor: WRN helicase (human) inhibition. Q14191. WRN helicase unwinding, fluorescent forked duplex, kinetic. Potency, µM (top dose mostly 114 µM), inactives show top-dose activity change, negative = inhibition, hits mostly inhibitors. 360,000 compounds, 0.46% hits. AID 651768; also: potency is read from the fitted curve at half-maximal effect; % is scaled to controls: 0 for no effect and ±100 for the full control effect; nearly all actives have a fitted effect of over 55% in size
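WRN at 20 nM final preincubated with compound 15 min at room temperature; reaction started with 100 nM fluorophore/quencher forked duplex oligonucleotide and 2 mM ATP final. Unwinding followed kinetically by red fluorescence (ex 525, em 598 nm).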
EPAC1 antagonist: antagonists of human EPAC1. 360,000 compounds, 0.14% hits. Potency, µM (titrated, usually from 115 µM), inactives show at the top dose activity change, negative = inhibition, most hits filed as inhibitors. O95398. EPAC1 GEF assay, Rap1b-BODIPY-GDP exchange fluorescence. AID 720709;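 also: potency is read from the fitted curve at half-maximal effect; plate controls were vehicle for no effect and positive control for full effect; nearly all actives have a fitted effect of over 50% in size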
EPAC2 agonist: activates human EPAC2 exchange factor | AID 720711 | Q8WZA2 | EPAC2 activation, biochemical qHTS; response scale: 100% = 6.5 mM cAMP response | Potency, µM (top dose mostly 154 µM), without a hit: at the top dose activation, usual class: activators | 360,000 compounds, 0.079% hits; also: potency is read from the fitted curve at half-maximal effect; nearly all actives have a fitted effect of over 50% in size
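In this primary screen, activation is scored as increased exchange of BODIPY-GDP from Rap1B by 100 nM EPAC2, with 50 uM GDP as competitor. Signal is normalized to the 6.5 mM cAMP agonist control.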
IL2 activator: IL-2 activation. IL-2 activation reporter assay, cell-based qHTS; stimulated with anti-CD3/CD4/CD28 beads; in transgenic mouse T cells. activation, % (series mostly up to about 46 µM). 360,000 compounds, 0.065% hits. AID 652025; in the data active = activation above about 50%; inconclusive = mostly about 30% to 49%; also: 0% is about no effect
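Unstimulated transgenic mouse T cells, 750 per well, received compound and, after 60 minutes, anti-CD3/anti-CD4 bead plus anti-CD28 stimulation. EGFP and DsRed were quantified after 18 hours.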
* hit, by the source's call; u = inconclusive; x = no result given; [ ] = another dose, or the depositor's remark. Unless noted, calls follow the shape of the dose curve; as a rule, active = well fitted curve in the direction sought with a large enough effect; inconclusive = small, poorly fitted or top-dose-only effect, or another doubt; inactive = no such curve, though single readings can be large; an effect the other way counts as inactive or inconclusive. A portion of the library; count on the stated rates, not on these rows.

SMILES	EPAC1 ag	PLK1 PBD inh	PI5P4Ka inh	CCT modulator	WRN inhibitor	EPAC1 antagonist	EPAC2 agonist	IL2 activator
O=C(/C=C/c1ccccc1Cl)NCc1ccccc1	7%	-8%	x	-3.7	4%	6%	3%	-2.1
CC(C)(C)N1C(=O)c2ccccc2NC(=O)C1C(=O)Nc1ccc(N2CCOCC2)cc1 (stereo not given)	5%	-5%	7	x	-1%	15%	3%	1.7
Cc1c(C)c2ccc(OCC(=O)Nc3ccc(N4CCC(C)CC4)cc3)cc2oc1=O	0%	-17%	1	0.2	-3%	-10%	-17%	-2.4
Cc1ccc2oc(=O)c3cnn(CC(=O)N(Cc4ccco4)C4CCCCC4)c3c2c1	-1%	-9%	-16	-0.7	-8%	-14%	-14%	-2.4
COc1cccc(-c2cn3nc(C)c(C)nc3n2)c1	0%	0%	-23	-0.2	0%	-3%	-4%	2.1
CC1(C)NC(=O)N(CC(O)COc2cc3ccccc3cc2C(=O)N2CCCCC2)C1=O (stereo not given)	1%	-1%	6	0.2	0%	5%	-7%	-0.2
Cn1c(CNC(=O)c2ccco2)nnc1SCC(=O)Nc1cccc(F)c1	1%	5%	-1	-0.4	2%	-6%	1%	6.6
O=C(Nc1ccc(-c2cn3ccccc3n2)cc1)c1ccc(Cl)cc1	-13%	2%	-13	1.4	-8%	-8%	-1%	0.1
O=C1C2CCCN2C(c2ccccc2)N1c1ccc(F)cc1 (stereo not given)	-4%	-2%	5	-0.8	-5%	-10%	4%	1.9
O=C(N/N=C/C=C/c1ccco1)/C(=C/c1ccccc1)NC(=O)c1ccccc1	-18%	30µM*	-57*	-2.2	-14%	u	-11%	-1.8
O=C1CC(c2ccc(O)c(O)c2)Oc2cc(O)cc(O)c21 (stereo not given)	2%	2%	-27	-5.0	u	-24%	5%	-0.2
CCOc1ccc2cc(/C=C/C(=O)c3ccco3)c(Cl)nc2c1	0%	-1%	10	-5.8	-15%	-5%	3%	1.4
COc1ccc2cc(C(=O)N3CCCC(Nc4ccc(F)cc4)C3)n(C)c2c1 (stereo not given)	10%	1%	0	0.4	-1%	-3%	1%	-0.1
O=C(NC1CCN(Cc2ccccc2Cl)CC1)c1ccccc1	0%	-17%	0	0.2	-6%[57.1 µM]	-12%	2%	1.3
Cc1c(C(=O)NC2CCCc3ccccc32)oc2ccccc12 (stereo not given)	20%	-5%	2	-0.4	-2%	-11%	13%	-0.2
C/C(CC(=O)Nc1ccc2c(c1)OCCO2)=N\NC(=O)COc1ccccc1C	6%	-2%	0	0.7	-2%	15%	7%	-0.1
O=C(COc1ccccc1Br)NCCc1nc2ccccc2[nH]1	4%	-6%	2	0.8	9%	-17%	3%	-1.5
COCCCNC(=O)Cn1nnc(-c2ccc(NC(=O)c3ccc(F)cc3)cc2)n1	-10%	3%	x	-5.6	-8%[57.1 µM]	18%	12%	-1.8
CCOc1ccc(Nc2cc(=O)[nH]c(=O)[nH]2)cc1	-6%	0%	-10	-0.5	4%	-20%	0%	1.6
COc1cccc(C(NC(C)=O)c2nc(-c3ccc(N(C)C)cc3)cs2)c1 (stereo not given)	7%	-3%	0	0.9	3%	-11%	0%	-0.8
COc1ccc(Cl)cc1NC(=O)NNC(=O)c1ccccn1	5%	-18%	-1	-0.3	6%	-15%	5%	-2.4
CN1CCN(C(=O)c2cc3c(c(-c4cccc(C#CC(C)(C)O)c4)n2)[C@@H](CCO)N(S(=O)C(C)(C)C)C3)CC1 (stereo not given in full)	-5%	-13%	-22	1.3	6%	-15%	-8%	-0.3
CCOC(=O)C1=C(C)NC(C)=C(C(=O)OCC)C1c1ccco1	-5%	-10%	-7	-0.8	-2%	-8%	12%	0.5
CCOC(=O)c1ccccc1NC(=O)CSc1nnc(COc2ccccc2)n1CC	4%	-3%	0	-1.3	1%	-1%	-10%	-1.1
CN(CC(=O)Nc1sc2c(c1C#N)CCCCC2)Cc1nc2ccccc2c(=O)[nH]1	14%	u	-9	-0.7	-7%	u	-3%	-2.6
Cc1c(NCc2ccccc2O)c(=O)n(-c2ccccc2)n1C	-2%	u	1	-4.4	2%	-12%	-1%	-0.6
Cc1cc(C)nc(NS(=O)(=O)c2ccc(NC(=S)NC(=O)c3ccco3)cc2)n1	1%	-13%	0	2.3	-21%	u	2%	1.1
Cc1cc(C)nc(Nc2nc(-c3ccccc3)cs2)n1	-3%	-2%	4	-18	-1%	-3%	-1%	2.1
COCCCC1CCN(Cc2cn[nH]c2-c2cc(OC)c(OC)c(OC)c2)CC1	-10%	3%	7	0.7	-7%	0%	9%	-0.5
COc1ccc(O)c(C(=O)c2cnn(-c3ccccc3)c2)c1	5%	-8%	-11	0.2	0%	-12%	8%	0.6
O=C(OCc1cc2ccccc2[nH]c1=O)c1ccccc1	1%	-2%	4	-0.8	-2%	16%	6%	23
Cc1cc(C)nc(/N=c2/ssnc2Cl)c1	2%	1.1µM*	-1	0.4	-33%	-2%	2%	-4.8
COC(=O)CSc1nnc(-c2cccnc2)n1-c1cc(OC)cc(OC)c1	-1%	-3%	x	-2.2	0%	16%	5%	-0.8
Cc1ccccc1Cn1c(=N)n(CC(=O)c2ccco2)c2ccccc21	0%	-8%	-5	-0.1	-1%	1%	1%	1.6
CCN(CC)C(=O)c1c(-c2ccccc2)oc2ccc(O)cc12	-7%	-12%	1	-0.9	-5%	-29%	9%	-2.5
CC(C)CNC(=O)c1ccccc1NC(=O)Nc1ccccc1	4%	5%	3	0.2	-9%	0%	-5%	-1.7
COc1ccc(OCCC(=O)Nc2cc3c(cc2C(=O)O)OCCCO3)cc1	-3%	-6%	-11	-4.4	9%	11%	5%	-0.1
CCOc1ccc(C(=O)COC(=O)c2nc3nccc(C)n3n2)cc1	8%	-5%	-20	2.0	-7%	-20%	3%	-0.2
O=C(O)c1cccc(N/N=C/C2=C(Cl)c3cc(Cl)ccc3SC2)c1	14%	21µM*	8	0.5	-17%	-29%	11%	0.2
Cc1cc(C)n(C(=O)c2ccc(NC(=O)C3COc4ccccc4O3)cc2)n1 (stereo not given)	9%	-3%	7	1.4	-10%	-13%	20%	0.2
CCn1c(=O)c(CCC(=O)N2CCOCC2)c(C)c2c(C)nn(-c3ccccc3)c21	-6%	-5%	16	-1.3	-3%	-4%	-6%	-2.8
COc1nc(-c2ccc(Cl)cc2Cl)nc2ccccc12	6%	-3%	-1	0.5	4%	-18%	6%	-2.2
CSCCC(NC(=O)c1ccc(C(C)(C)C)cc1)C(=O)O (stereo not given)	-3%	-6%	-5	2.0	6%	-4%	-1%	0.8
CCN1CCN(CCCOc2ccccc2-c2ccccc2)CC1	-11%	-13%	-2	1.0	6%	-6%	1%	-0.4
COc1ccc(CNc2ncnc3c2[nH]c2ccccc23)cc1	14%	5%	1	0.7	-31%	u	19%	-5.7
Cc1ccc(S(=O)(=O)N2CCC(C(=O)N[C@@H](C)C(=O)NCc3ccco3)CC2)cc1	1%	-4%	-17	-0.5	1%	-20%	-2%	-0.4
O=c1[nH]cccc1-c1nc2ccccc2n1Cc1ccc(F)cc1	-4%	1%	7	-6.0	-4%	-7%	4%	-0.4
COc1cc(OC)cc(C(=O)N2c3ccc(F)cc3CCC2C)c1 (stereo not given)	3%	-2%	9	2.8	-13%	8%	1%	0.8
O=C(COC(=O)CCC(=O)c1cccs1)NCCc1ccccc1	13%	-7%	-2	-1.0	4%	-10%	5%	-0.1
COc1ccccc1Nc1nc(NCc2ccco2)c2ccccc2n1	16%	8%	-6	-1.1	-31%	-27%	12%	-3.1
CSc1nc2c(c(=O)[nH]c(=O)n2C)n1Cc1ccccc1	-2%	-2%	1	-1.4	-4%	-2%	-6%	-0.4
CC1(C(=O)NCCc2ccccc2)Cc2c(-c3cccc(C(N)=O)c3)ccnc2O1 (stereo not given)	-15%	8%	-1	1.0	-5%	-23%	5%	0.3
O=S(=O)(/C=C/c1ccccc1)NCc1ccccc1Cl	5%	-12%	-7	-1.1	-5%	-27%	9%	-3.9
Cc1ccc(-n2nc3c(N4CCC(C(=O)N5CCC(C(N)=O)CC5)CC4)nnc(C)c3c2C)cc1	-1%	13%	-6	-0.5	2%	-14%	10%	1.8
CCCCC/S(CC1CC1(Cl)Cl)=N\S(=O)(=O)c1ccc(C)cc1 (stereo not given)	9%	-19%	-3	-1.3	7%	15%	7%	0.0
COc1cccc(C(C(=O)NC2CCCC2)N(C(=O)c2ccco2)c2ccccc2F)c1OC (stereo not given)	15%	-11%	-1	-3.5	5%	-8%	13%	-3.3
O=C(O)C1CCCN(S(=O)(=O)c2cccs2)C1 (stereo not given)	0%	-5%	x	-0.5	-2%	0%	9%	1.8
O=C(CC1CCCC1)N1CCN(S(=O)(=O)c2cccc(F)c2)CC1	6%	0%	1	-3.1	-2%	-8%	9%	-2.5
O=C(c1ccccc1Nc1ccc(SC(F)F)cc1)N1CCCCCC1	11%	-2%	x	0.5	-2%	-9%	19%	-1.6
COc1ccc(CCNC(=O)Cn2c(=O)oc3ccccc32)cc1OC	13%	-10%	4	-1.5	-28%	-22%	12%	0.4
CC(=O)Nc1ccc(NC(=O)C(C)Sc2n[nH]c(-c3ccc(C)cc3)n2)cc1 (stereo not given)	6%	-18%	-6	0.0	-10%	-28%	0%	3.3
c1ccc(CN2CCN(CCOCCOc3cccc4ccccc34)CC2)cc1	13%	-8%	12	0.6	-25%	1%	7%	-0.1

Profiles as entered above. Order of values: EPAC1 ag, PLK1 PBD inh, PI5P4Ka inh, CCT modulator, WRN inhibitor, EPAC1 antagonist, EPAC2 agonist, IL2 activator
`COc1ccc2cc(C(=O)N3CCCC(Nc4ccc(F)cc4)C3)n(C)c2c1` (stereo not given) is entered as 10%, 1%, 0, 0.4, -1%, -3%, 1%, -0.1
`O=C1CC(c2ccc(O)c(O)c2)Oc2cc(O)cc(O)c21` (stereo not given) is entered as 2%, 2%, -27, -5.0, u, -24%, 5%, -0.2
